# Bioassay records: PubChem, The Scripps Research Institute Molecular Screening Center
# CHO-K1 Ca ag = M1 agonist counterscreen hit in parental CHO-K1 cells. Fluo-8 calcium fluorescence; scaled to maximal ATP response, vehicle zero. activation, % at 3 µM. hit rate 0.48% among 360,000. AID 602248; in the data active = activation above about 15%;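 note: untransfected CHO-K1 host cells lacking M1 receptor as counterscreen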
# CHO-K1 Ca PAM = M1 PAM counterscreen hit in parental CHO-K1 cells | ATP EC20, Fluo-8 calcium fluorescence; 0% at ATP EC20, 100% at ATP max | activation, % at 3 µM | AID 602247 | hit rate 0.02% among 360,000;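 active = activation above the run cutoff, the mean activation of all test compounds plus 3 SD, cut at about 40% in these data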;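 note: peak over basal fluorescence ratio in a 140 s read after ATP addition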
# CHO parental Ca = signal in parental CHO cells, OX1R antagonist counter-screen. AID 463079. inhibition, % at 5.6 µM. parental CHO-K1, ATP-induced calcium, Fluo-8 fluorescence. hit rate 0.63% among 330,000;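 active = inhibition above that plate's mean sample inhibition plus 3 SD, cut at about 26% in these data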;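 note: 0% = ATP-challenged DMSO wells and 100% = DMSO wells without ATP; some compounds past the cut are filed as inactive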
#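 Test system: untransfected parental CHO cell line. Compound: one dose, 5.6 µM nominal. Detection: intracellular calcium via Fluo-8 no-wash fluorescent dye. Measure: % inhibition. Benchmarks: ATP-challenged DMSO wells low, unchallenged DMSO wells high.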
# CHO-K1 Ca antag = counter-screen for M1 antagonists: effect in parental CHO-K1 cells | inhibition, % at 3 µM | hit rate 0.6% among 360,000 | AID 602250 | ATP-induced calcium, Fluo-8 fluorescence;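 active = inhibition above a per-plate cutoff, the plate's mean sample inhibition plus 3 SD, cut at about 24% in these data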;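 note: 0% = DMSO plus EC80 ATP and 100% = DMSO alone without ATP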
# TAAR1 antagonist = antagonists of human TAAR1. Q96RJ0. CHO RD-HGA16 TAAR1, Fluo-8 calcium fluorescence, antagonist. inhibition, % at 3 µM. hit rate 1.5% among 360,000. AID 624466;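 active = inhibition above a per-plate cutoff, the mean inhibition of test compounds on that plate plus 3 SD, cut at about 49% in these data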;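 note: 0% = DMSO plus EC80 beta-PEA response and 100% = DMSO alone without agonist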
#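 Assay system: RD-HGA16 CHO cells with stable hTAAR1 and Gα16 / Reagent: EC80 β-phenethylamine stimulus / Doses: 3 µM, single point / Timing: dye loading 75 min at 37 °C, then 30 min room temperature / Measured by: Fluo-8 intracellular calcium dye fluorescence, real-time kinetic reads / Controls: vehicle wells and EC80 agonist wells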
# V1R ag counter = activates human V1a receptor in oxytocin agonist counter-screen; CHO-V1R cells, Fluo-8 calcium fluorescence, agonist mode; 0% DMSO, 100% 3 nM vasopressin; AID 2797; activation, % at 3 µM; hit rate 0.25% among 320,000;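 active = activation above the mean activation of all tested compounds plus 3 SD, per screening run, cut at about 20% in these data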;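 note: signal is peak over basal fluorescence ratio across a 100 second FLIPR read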
# TAAR1 ag = human TAAR1 agonism | hit rate 0.99% among 360,000 | activation, % at 3 µM | CHO RD-HGA16 TAAR1, Fluo-8 calcium fluorescence; vehicle wells 0%, saturating PEA agonist 100% | AID 624467 | Q96RJ0;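 active = activation above the mean activation of all test compounds in the run plus 3 SD, cut at about 38% in these data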
#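 Repeats: no replicates (n 1) | Material: CHO-derived RD-HGA16 cells with stable Gα16 and human TAAR1 | Technique: Kinetic Fluo-8 calcium fluorescence | Schedule: 17-24 h seeding, 75 min 37 °C dye, 30 min RT | Evaluation: % activation from peak over basal fluorescence ratio, DMSO-to-PEA scaled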
# OXTR potentiator = potentiates the human oxytocin receptor response | P30559 | CHO-OTR cells, Fluo-8 calcium fluorescence, potentiator mode; 0% = oxytocin EC15, 100% = EC100 | activation, % at 3 µM | hit rate 0.061% among 320,000 | AID 2445;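 active = activation above that plate's cutoff, the mean activation of tested compounds plus 3 SD, cut at about 6.6% in these data, passing the limit was not always enough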;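 note: 100% uses oxytocin at 75 nM as the full agonist control; some results filed as inactive read as strong as hits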
# Target sequence (P30559 whole entry, looked up): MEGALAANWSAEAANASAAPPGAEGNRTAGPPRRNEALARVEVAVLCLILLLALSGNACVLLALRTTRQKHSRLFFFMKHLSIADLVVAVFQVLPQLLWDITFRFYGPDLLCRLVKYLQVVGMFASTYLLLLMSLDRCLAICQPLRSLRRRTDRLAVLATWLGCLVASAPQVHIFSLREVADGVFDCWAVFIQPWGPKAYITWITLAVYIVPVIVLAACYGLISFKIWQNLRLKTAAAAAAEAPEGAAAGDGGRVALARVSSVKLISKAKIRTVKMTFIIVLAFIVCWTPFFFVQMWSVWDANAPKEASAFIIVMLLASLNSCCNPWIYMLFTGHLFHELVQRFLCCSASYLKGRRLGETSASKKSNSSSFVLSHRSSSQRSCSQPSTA
#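 Material: human OTR in CHO cells. Compound: 3.0 µM, one dose. Timing: compound 6 min at room temperature before oxytocin, 100 s read. Evaluation: % activation of max/min ratio relative to oxytocin controls. Replication: single well per compound, singlicate. Signal: Fluo-8 calcium dye fluorescence.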
# M1 ag = human M1 muscarinic receptor agonism; P11229; CHO-K1 hM1, Fluo-8 calcium fluorescence, agonist mode; 0% DMSO, 100% acetylcholine EC100; activation, % at 3 µM; hit rate 0.33% among 360,000; AID 588814;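 active = activation above the run's mean compound activation plus 3 SD, cut at about 16% in these data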;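 note: peak over basal fluorescence ratio within a 140 s kinetic read after compound addition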
# Target sequence (P11229 whole entry, looked up): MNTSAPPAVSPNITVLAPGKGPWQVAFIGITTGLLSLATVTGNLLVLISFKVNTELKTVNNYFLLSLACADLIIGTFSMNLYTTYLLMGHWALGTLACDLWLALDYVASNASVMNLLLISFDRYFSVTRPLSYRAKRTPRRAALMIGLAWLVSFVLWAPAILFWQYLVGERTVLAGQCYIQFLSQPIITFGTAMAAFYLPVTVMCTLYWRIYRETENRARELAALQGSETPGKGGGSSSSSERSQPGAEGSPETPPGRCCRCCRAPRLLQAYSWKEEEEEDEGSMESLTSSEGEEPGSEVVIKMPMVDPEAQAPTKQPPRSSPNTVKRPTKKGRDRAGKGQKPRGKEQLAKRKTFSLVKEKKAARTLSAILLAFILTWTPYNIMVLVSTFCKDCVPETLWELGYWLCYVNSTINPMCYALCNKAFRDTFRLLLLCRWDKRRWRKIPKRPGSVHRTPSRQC
# * marks the source's active call; other numbers are inactive results; x = not tested or not shown. Outcome played no part in choosing rows, and some 3.3% of all compounds hit somewhere here.
SMILES,CHO-K1 Ca ag,CHO-K1 Ca PAM,CHO parental Ca,CHO-K1 Ca antag,TAAR1 antagonist,V1R ag counter,TAAR1 ag,OXTR potentiator,M1 ag
O=C(CSc1nnc2ccccn12)N1CCc2ccccc21,-0.1,-4,-13,-3,-12,0.2,3,8,-7
C=C(C)c1cccc(C(C)(C)NC(=O)NCc2ccncc2)c1,1.0,4,-8,-12,-3,-1.0,0,-3,-7
Cc1cccc(OCC(=O)N/N=C\C=C\c2ccc3c(c2)OCO3)c1C,0.5,14,-15,-3,-2,1.1,9,-12,-1
S=C(NCCC1=CCCCC1)Nc1ccccc1,3.0,14,6,-5,25,5.0,3,-3,-2
COc1cccc2cc(C(=O)C3=C(O)C(=O)N(CCN(C)C)C3c3ccc(Cl)cc3)oc12 (stereo unspecified),0.5,7,-22,0,-12,1.1,4,0,-6
O=C(CCn1c(=O)[nH]c2ccsc2c1=O)N1CC(=O)N(CCc2ccccc2)C(=O)C1,0.5,24,-6,-10,19,0.3,3,0,-6
Cn1c(/C=C(\C#N)C(N)=S)ccc1-c1ccc(Br)cc1,1.8,8,x,-8,67*,x,10,x,-6
Cc1cccc(NC(=O)C2CCCN(S(=O)(=O)c3ccc(-n4cnnn4)cc3)C2)c1 (stereo unspecified),5.8,-15,-12,-5,17,1.1,8,-15,-2
O=C(Cc1ccc(Cl)cc1)N1CCN(c2ccccc2)CC1,0.6,-8,-10,1,2,0.5,3,-9,-2
Fc1ccc(OCCOCCN2CCNCC2)cc1,-0.1,5,-11,-7,-5,1.0,1,6,-5
COC(=O)N/N=C(\CCC(=O)O)c1cccs1,0.1,7,1,-10,-7,0.0,0,-5,-2
O=C(O)c1ccccc1C(=O)Nc1ccccn1,-0.3,-7,1,9,0,0.9,3,3,-3
Cn1c(Cc2cccs2)nnc1SCC(=O)Nc1ccc(F)cc1F,0.2,-29,9,18,-42,-0.7,0,-12,-6
NC1=NN=C(N2N=C(c3ccc(Br)cc3)CC2(O)C(F)(F)F)n2ncnc2C1 (stereo unspecified),-0.3,14,-16,-16,11,-1.4,3,-12,-1
CN(CCC#N)C(=O)COc1ccc(Br)cc1Cl,-0.2,13,2,-10,8,0.0,0,-2,-3
CS(=O)(=O)N1CCC(C(=O)Nc2ccc(Cl)cc2Cl)CC1,0.2,3,x,2,5,x,1,x,-3
CCOC(=O)C1(Cc2cccc(OC)c2)CCN(C/C=C/c2ccccc2)CC1,5.2,-1,-2,0,-8,10,4,-14,-5
CC12CCC(O)CC1=CCC1C2CCC2(C)c3[nH]ncc3CC12 (stereo unspecified),0.0,17,x,-16,-37,x,8,x,-3
CNS(=O)(=O)c1cccc(C(=O)OCC(=O)c2cc3ccccc3o2)c1,5.5,3,7,-3,17,4.5,5,-21,-5
CCCOc1ccc(C(=O)N2CCN(c3ccc(N)cc3Cl)CC2)cc1,1.4,10,-9,-2,4,-0.1,7,-6,-2

# Rewritten with tabs: part of the list above.
compound	CHO-K1 Ca ag	CHO-K1 Ca PAM	CHO parental Ca	CHO-K1 Ca antag	TAAR1 antagonist	V1R ag counter	TAAR1 ag	OXTR potentiator	M1 ag
O=C(Cc1ccc(Cl)cc1)N1CCN(c2ccccc2)CC1	0.6	-8	-10	1	2	0.5	3	-9	-2
C=C(C)c1cccc(C(C)(C)NC(=O)NCc2ccncc2)c1	1.0	4	-8	-12	-3	-1.0	0	-3	-7
Cn1c(/C=C(\C#N)C(N)=S)ccc1-c1ccc(Br)cc1	1.8	8	x	-8	67*	x	10	x	-6

# The list goes on.
SMILES,CHO-K1 Ca ag,CHO-K1 Ca PAM,CHO parental Ca,CHO-K1 Ca antag,TAAR1 antagonist,V1R ag counter,TAAR1 ag,OXTR potentiator,M1 ag
O=C(CC1NC(=O)NC1=O)Nc1cccc2ccccc12 (stereo unspecified),1.1,-10,-10,-38,5,0.1,10,1,1
CCCCN1C(=O)N(C)C2NC(=O)NC21 (stereo unspecified),0.0,19,-1,-19,4,1.3,4,-2,-4
S=C1SCN(Cc2ccccn2)CN1Cc1ccco1,-0.1,-13,-7,9,10,-0.1,12,-3,4
CCc1c(C(=O)NNC(=S)NCC2CCCO2)csc1C (stereo unspecified),1.4,24,-10,-10,2,0.2,5,5,-5
C[C@H](NC(=O)c1nc[nH]c1C(=O)N1CCN(c2ccccc2)CC1)c1ccccc1,1.3,11,-15,-9,-9,0.7,12,-7,-2
COc1ccc(N2CCN(c3ncnc4scc(-c5ccc(F)cc5)c34)CC2)cc1,-0.8,-19,-29,5,-23,-1.0,-3,-9,-4
C/C(=N\O)C(=O)NCc1ccccn1,-0.1,10,3,0,7,1.4,1,-4,-1
CC(=O)Nc1ccc(C(=O)N/N=C/c2cc(Br)cc(Br)c2O)cc1,0.1,18,-11,-7,0,1.3,2,-3,-8
COc1ccc2cc(CCl)c(Cl)nc2c1,0.1,11,-2,-18,3,-0.7,2,-15,-2
Cn1cccc1C(=O)NC(=O)COC(=O)c1cc(Cl)ccc1[N+](=O)[O-],5.9,8,-7,-8,22,0.2,6,-1,-1
Fc1ccc(CN2CCSCC2)cc1Br,0.7,33,-8,-48,-1,-0.3,3,-6,-6
CC/C(=N\NC(=O)C(N)=O)c1ccccc1O,0.1,23,-7,-1,3,-0.2,0,7,-2
NC(Cc1ccc(C(F)(F)F)cc1)c1csc(NC(=O)Nc2ccccc2Cc2ccccc2)n1 (stereo unspecified),2.8,-4,x,-3,33,x,21,x,0
CN1CCN(c2nc(-c3ccc(C(C)(C)C)cc3)nc3ccccc23)CC1,1.0,13,-12,-6,-13,0.7,24,-5,0
O=C(OCc1cn([C@H]2C[C@H](c3ccc(Cl)cc3)N(C(=O)c3cccs3)C[C@@H]2O)nn1)c1ccccc1,0.4,8,x,6,9,x,3,x,-2
CC(=O)SCCC(=O)N1C(C)CCCC1C(=O)O (stereo unspecified),0.1,18,-8,-6,1,0.5,9,-2,-2
CC1CCCC(C)N1C(=O)Cn1nnc(-c2ccccc2)n1 (stereo unspecified),1.3,-4,-4,-8,-1,0.1,0,-7,-3
CCOc1cc(-c2nc(C)c(C(C)=O)n2O)ccc1OCC(=O)Nc1ccccc1,4.4,11,-5,-13,3,1.7,2,-2,-3
Cc1ccc(S(=O)(=O)N2C(=O)C(C)SC2=Nc2ccccc2)cc1 (stereo unspecified),0.5,30,-4,-9,-3,-0.1,-1,-10,-6
C/C=C/c1ccc(OCCNCc2ccccc2)c(OC)c1,0.4,6,-11,2,-11,-0.3,1,-6,-6
NNC(=O)CSc1ncc(-c2ccccc2)[nH]1,-0.1,24,0,-21,-18,-0.7,1,-7,-4
CS(=O)(=O)Nc1ccc(-c2cc(/C=C3\SC(N)=NC3=O)c[nH]c2=O)cc1,1.3,11,3,-12,10,-0.5,11,0,1
CN(C)C(=O)c1ccc(NC(=O)c2sccc2-c2ccccc2)cc1,0.1,-24,-11,3,-13,0.3,1,-3,-3
COc1ccc(OCc2cc(C(=O)NCC3CCCCO3)no2)c(Cl)c1 (stereo unspecified),1.3,5,-8,-1,5,3.7,0,-10,0
Cc1cc(Br)ccc1OCCOCCN1CCCC1,1.1,1,1,1,-7,0.8,3,-2,-8
COc1cc2c(cc1OC)n(CC(=O)NC1CCCCCC1)n1c(C)cc(=O)nc21,0.3,0,-13,-4,1,0.6,-1,-1,0
Cc1ccc(NC(=O)Cc2noc3ccccc23)nc1,0.5,0,3,-4,-9,-0.4,1,-3,-1
O=C(O)c1cccc(Nc2nc(-c3ccccc3)nc3ccccc23)c1,0.6,6,1,12,20,0.6,2,2,-3
Cn1c(SCC(=O)Nc2sc3c(c2C#N)CCC3)nnc1C1COc2ccccc2O1 (stereo unspecified),0.2,6,-14,-5,-9,-0.3,6,0,-6
COc1ncccc1-c1nnn(-c2ccccc2Br)n1,0.3,4,-10,-9,12,-0.7,0,1,-3
CN(CCCNC(=O)CCc1cn(C)c2ccccc12)C1CCCCC1,0.4,10,-16,-18,-15,0.7,2,-5,-8
Cc1ccc(NC(=O)OCc2ccccc2S(C)=O)cc1 (stereo unspecified),2.3,15,-5,-15,3,0.5,12,-4,-7
CCOc1ccc(NC(=O)CCCCn2c(=O)[nH]c3ccsc3c2=O)cc1,2.1,21,-8,-20,-11,0.7,2,-3,-1
Cc1ccc(C)c(Nc2nc(-c3ccncc3)nc3ccccc23)c1,-0.2,18,-14,-7,22,-1.0,0,-3,-9
COc1ccc(CNC(=O)c2noc(C)c2[N+](=O)[O-])cc1,-0.6,18,-10,-7,-12,0.4,0,-6,-7
COc1ccc(N2CCN(S(=O)(=O)c3ccc4c(c3)CCCC4)CC2)c([N+](=O)[O-])c1,0.6,-4,6,2,18,2.5,0,-12,-2
N=c1c2c(-c3ccccc3)c(-c3ccccc3)n(Cc3ccco3)c2ncn1Cc1ccccc1,1.8,14,-6,-5,8,23*,16,-19,-3
CCOC(=O)N1CC(=O)Nc2ccc(Br)cc2C1c1ccccc1 (stereo unspecified),0.8,20,-25,-10,-20,-0.6,3,-3,-3

# Part of the list above in order of formula weight, rising:
SMILES,CHO-K1 Ca ag,CHO-K1 Ca PAM,CHO parental Ca,CHO-K1 Ca antag,TAAR1 antagonist,V1R ag counter,TAAR1 ag,OXTR potentiator,M1 ag
COc1ccc(CNC(=O)c2noc(C)c2[N+](=O)[O-])cc1,-0.6,18,-10,-7,-12,0.4,0,-6,-7
Cc1ccc(NC(=O)OCc2ccccc2S(C)=O)cc1 (stereo unspecified),2.3,15,-5,-15,3,0.5,12,-4,-7
Cc1ccc(C)c(Nc2nc(-c3ccncc3)nc3ccccc23)c1,-0.2,18,-14,-7,22,-1.0,0,-3,-9
CN(CCCNC(=O)CCc1cn(C)c2ccccc12)C1CCCCC1,0.4,10,-16,-18,-15,0.7,2,-5,-8
COc1ccc(OCc2cc(C(=O)NCC3CCCCO3)no2)c(Cl)c1 (stereo unspecified),1.3,5,-8,-1,5,3.7,0,-10,0
CCOc1ccc(NC(=O)CCCCn2c(=O)[nH]c3ccsc3c2=O)cc1,2.1,21,-8,-20,-11,0.7,2,-3,-1
COc1ccc(N2CCN(S(=O)(=O)c3ccc4c(c3)CCCC4)CC2)c([N+](=O)[O-])c1,0.6,-4,6,2,18,2.5,0,-12,-2
